GPR55 LPI antagonism: GPR55 antagonists blocking LPI-driven arrestin recruitment, primary screen, imaging, U2OS, beta-arrestin-GFP, LPI agonist (AID 2013). U2OS GPR55 beta-arrestin-GFP translocation imaging, LPI antagonism; higher % means a stronger effect. inhibition, % at 10 µM, or IC50 in µM where a hit was titrated. hit rate 0.13% among 290,000;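 active means spots per cell inhibited over 60%, with over 100 cells counted and total cytoplasm intensity under 500,000; inconclusive means wells with under 100 cells, flagged as likely toxic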;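 further: U2OS cells stably carrying GPR55 and arrestin-GFP stimulated by 5 µM LPI near EC80; imaged beta-arrestin-GFP aggregate spots per cell after agonist stimulation; plate controls were LPI-stimulated DMSO wells for no effect and DMSO wells without LPI for full effect; some results filed as inactive read as strong as hits; confirmed hits need IC50 under 10 µM and bright autofluorescent wells are also inconclusive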
AID2073: inhibitors of Mint1-CaV2.2 protein interaction, biochemical, HTRF (AID 2073); Voltage-dependent N-type calcium channel subunit alpha-1B (Homo sapiens); HTRF protein-protein interaction, Mint1-CaV2.2; higher % means a stronger effect; inhibition, % at 20 µM; hits with a dose series show IC50 in µM; hit rate 0.19% among 290,000; in the data active means inhibition mostly above about 51%, no sharp cut-off; inconclusive means no clear call, values can overlap the other calls; inactive means mostly below about 53%; further: some results filed as inactive read as strong as hits
GPR55 activation: GPR55 agonists via beta-arrestin recruitment, primary screen, imaging, U2OS cells, beta-arrestin-GFP redistribution (AID 1961). U2OS GPR55 beta-arrestin-GFP redistribution imaging; higher % means a stronger effect. activation, % at 10 µM, or EC50 in µM where a hit was titrated. hit rate 0.048% among 290,000;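 active means activation above 40% with more than 50 cells counted in the well; inconclusive means wells holding fewer than 50 cells, flagged as toxic or sparse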;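 further: U2OS osteosarcoma cells stably expressing GPR55 and beta-arrestin-GFP; plate controls were DMSO negative control for no effect and LPI positive control for full effect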
SV40 large T antigen: SV40 large T antigen inhibitors, biochemical (AID 1903); SV40 large T antigen ATPase/helicase inhibition assay; higher % means a stronger effect; inhibition, % at 20 µM, or IC50 in µM where a hit was titrated; hit rate 0.39% among 310,000; in the data active means a potency from the dose series; inconclusive means inhibition mostly from about 32% at the one dose, without a potency; inactive means the rest, 99 in 100 with inhibition below about 32%; further: strong numbers were not always called active
MgcRacGAP inhibition: MgcRacGAP GTPase-activating activity inhibitors, confirmation, biochemical, ADP Hunter fluorescence | Rac GTPase-activating protein 1 (Homo sapiens) | MgcRacGAP-stimulated Rac1 GTP hydrolysis, ADP Hunter fluorescence; higher % means a stronger effect; GST-tagged Rac1 F28L mutant substrate | inhibition, % at 30 µM; hits with a dose series show IC50 in µM | hit rate 0.6% among 340,000 | AID 624330, 2012;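 active means first-screen hits whose inhibition reached a set limit at any dose in the follow-up dose series; inconclusive means inhibition above the set first-screen limit but never retested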;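 further: fluorescence reports GDP produced by GAP-driven GTP hydrolysis; strong numbers were not always called active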
NTR1 agonist: agonists of NTR1, primary screen, imaging, U2OS cells, beta-arrestin-GFP, high content (AID 493036); hit rate 0.17% among 330,000; activation, % at 20 µM; Neurotensin receptor type 1 (Homo sapiens), P30989; NTR1-U2OS beta-arrestin-GFP spot imaging, agonist mode;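 active means activation at or above 40% of the spot to cytoplasm intensity ratio, with at least 20 cells analyzed; inconclusive means wells under 20 cells, flagged as cytotoxic or low count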;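 further: 0% = DMSO without peptide and 100% = 100 nM NTR1 peptide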
Target sequence (P30989 whole entry, looked up): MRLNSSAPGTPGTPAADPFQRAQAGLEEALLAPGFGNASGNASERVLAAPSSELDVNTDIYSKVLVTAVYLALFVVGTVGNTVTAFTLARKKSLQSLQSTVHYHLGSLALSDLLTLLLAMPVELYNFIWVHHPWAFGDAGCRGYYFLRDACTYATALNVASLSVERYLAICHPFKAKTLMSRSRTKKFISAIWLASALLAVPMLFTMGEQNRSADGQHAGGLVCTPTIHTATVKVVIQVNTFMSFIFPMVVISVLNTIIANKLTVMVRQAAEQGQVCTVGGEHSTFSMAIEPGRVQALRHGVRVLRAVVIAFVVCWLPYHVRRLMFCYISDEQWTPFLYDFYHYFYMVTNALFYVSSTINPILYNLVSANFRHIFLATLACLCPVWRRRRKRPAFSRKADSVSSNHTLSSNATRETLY
NS5 inhibitors: Dengue-2 NS5 methyltransferase inhibitors, primary screen, biochemical, confirmation dose response (AID 588689); Dengue-2 NS5 methyltransferase capping enzyme assay, biochemical; higher % means a stronger effect; inhibition, % at 25 µM; hits with a dose series show IC50 in µM; hit rate 0.3% among 340,000; Genome polyprotein (Dengue virus type 2 (strain 16681-PDK53)); in the data active means a potency from the dose series; inconclusive means inhibition above about 29% without an active follow-up result
Yfh1-off respiration: enhancers of respiration in Yfh1-depleted yeast, dose response, Friedreich's ataxia, plus single-dose screen (AID 1465). S. cerevisiae Yfh1-off respiration, WST-1 reduction, 72 h; higher fold induction means a stronger effect. fold induction at 50 µM; hits with a dose series show EC50 in µM. hit rate 0.074% among 220,000;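 active means fold induction of absorbance versus untreated yeast above a set limit, then at least 30% activation at any dose in follow-up; inconclusive means repeats straddling the limit, or above it without dose testing; inactive means fold induction below the set limit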;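 further: activators that raise dye reduction in frataxin-depleted yeast; strong numbers were not always called active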
GPR35 antagonists: GPR35 antagonists blocking zaprinast-driven arrestin recruitment, primary screen, imaging, U2OS, beta-arrestin-GFP, zaprinast agonist (AID 2058) | inhibition, % at 10 µM; hits with a dose series show IC50 in µM | hit rate 0.052% among 290,000 | U2OS GPR35 beta-arrestin-GFP translocation imaging, zaprinast antagonism; higher % means a stronger effect;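 active means inhibition of at least 50% with at least 30 cells and total cytoplasm GFP at most 10,000,000; inconclusive means under 30 cells or total GFP of 10,000,000 plus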
NTR1 agonist cell count 20 µM: also measured in NTR1 agonist; calls as there; cell count; measured here: cell count, cytotoxicity flag
NS5 inhibitors pilot replicate: further read-out of NS5 inhibitors, marked with its call; inhibition, %; measured here: pilot screen replicate inhibition
Starred values were filed as active, the others as inactive; i = inactive; ? = inconclusive; · = not tested or not shown.

SMILES	GPR55 LPI antagonism	AID2073	GPR55 activation	SV40 large T antigen	MgcRacGAP inhibition	NTR1 agonist	NTR1 agonist cell count 20 µM	NS5 inhibitors	Yfh1-off respiration	GPR35 antagonists	others
Cc1ccc2nc(-c3ccc(NC(=O)COC(=O)c4cncc(Br)c4)cc3)sc2c1	5%	30%	-0.1%	3%	12%	·	·	-5%	i	2%
CCOc1cc(S(=O)(=O)NC2CCCCCC2)ccc1F	-4%	-7%	-0.4%	0%	11%	-0.1	49	·	i	1%
CCN(CCn1cccn1)Cc1cn[nH]c1-c1ccc(-c2ccccc2)cc1	0%	4%	-0.2%	-3%	1%	0.0	87	·	i	-12%
Cc1ccccc1C(=O)N=c1sccn1C	-1%	4%	3.8%	8%	7%	1.7	63	-5%	i	5%
COCCn1c(=O)[nH]c2cc(C(=O)NCCN3CCN(c4ccccc4)CC3)ccc2c1=O	6%	7%	0.2%	1%	5%	-0.7	91	-5%	i	10%
Cc1ccc(S(=O)(=O)NCCN2CCOCC2)cc1C	2%	-3%	-0.1%	2%	1%	-0.2	52	0%	i	12%
CCOC(=O)c1c(CN2CCCCC2)n(C)c2ccc(OC)c(S(=O)(=O)c3ccccc3)c12	-6%	-9%	-0.1%	-3%	6%	0.3	56	-6%	i	-11%
O=c1[nH][nH]cc1C=NCc1cccnc1	8%	3%	0.3%	12%	6%	-0.8	98	1%	i	11%
CC(/C=C\c1ccccc1)=C/C(=O)O	-9%	1%	-0.3%	12%	4%	-0.2	44	-7%	i	15%
O=C(COc1cc(Cl)ccc1Cl)Nc1ccc2c(c1)CCC2	-1%	-3%	-0.8%	5%	7%	2.2	50	6%	i	-4%
Cc1ccc(S(=O)(=O)Nn2cnnc2)cc1	-12%	18%	-0.3%	11%	5%	0.8	60	-10%	i	-14%
COc1ccccc1CN(C)C(C)C(=O)Nc1cccc(C(C)=O)c1 (stereo not drawn)	4%	-2%	0.2%	3%	6%	3.5	58	-4%	i	-1%
CC(=O)OC1CCC(OC(C)=O)c2c1n([O-])c(C)c(C)[n+]2=O (stereo not drawn)	14%	-11%	-0.1%	4%	13%	0.6	44	-1%	i	7%
O=C(CCCN1C(=O)C(c2ccccc2)Oc2cccnc21)NCc1ccccc1Cl (stereo not drawn)	1%	4%	-0.1%	·	10%	2.5	68	-6%	·	12%
CCOC(=O)CNC(=O)CSc1nc(-c2ccccc2)ns1	-2%	17%	-0.6%	25%	-2%	1.8	55	4%	i	1%
CCn1c(SCC(=O)Nc2ccccc2C)nnc1-c1ccccc1O	5%	2%	0.6%	69%	9%	-0.6	59	-6%	i	-12%
Cc1c(Cl)c(C(=O)NNC(=S)Nc2ccc(F)cc2)nn1C	4%	-12%	-0.1%	13%	-2%	1.3	78	·	i	-1%
CC(=O)N1CN(S(=O)(=O)c2ccc(C)cc2)CC1C (stereo not drawn)	10%	-1%	0.3%	5%	5%	-1.3	62	-7%	i	-5%
O=C1NC(SCCCF)=N/C1=C/c1ccc(-n2cncn2)cc1	1%	-2%	-0.1%	21%	7%	1.8	66	-12%	i	-3%
CCOC(=O)c1cc(CC)sc1NC(=O)c1cccc(N2C(=O)CCC2=O)c1	4%	28%	-0.1%	14%	8%	4.3	83	1%	i	17%
O=C(Cn1ccccc1=O)NCc1ccc(F)cc1	16%	-4%	-0.2%	2%	-5%	2.7	44	2%	·	0%
O=C(N/N=C/c1cc2c(cc1Br)OCO2)c1c[nH]c2ccccc12	-2%	17%	-0.3%	12%	6%	0.2	79	-4%	i	-8%
CCOCCOC(=O)C1=C(C)NC2=C(C(=O)CC(c3cccs3)C2)C1c1ccsc1 (stereo not drawn)	·	-5%	0.2%	26%	10%	2.3	52	0%	i	-10%
CC(=O)c1ccc(C(=O)N(CCN(C)C)c2nc3c(Cl)cccc3s2)cc1	11%	3%	0.3%	9%	9%	0.5	60	-3%	i	-4%
CC1(C)C(=O)Nc2ccccc2N1C(=O)COc1ncnc2c(Cl)cc(Cl)cc12	6%	16%	-0.2%	-2%	1%	3.0	60	-5%	i	1%
COc1ccccc1C/C(N)=N/OC(=O)c1cccc([N+](=O)[O-])c1C	6%	3%	0.7%	8%	1%	-0.5	81	-4%	i	3%
O=C(CCC(=O)c1cccs1)NC(c1ccccc1)c1ccccc1	-11%	-1%	-0.1%	-7%	2%	0.1	51	-8%	i	5%
CC(C)NCCCCOc1ccccc1-c1ccccc1	5%	0%	0.5%	-4%	·	1.3	53	·	i	12%
Cc1ccccc1Nc1nc(N)nc(CSCc2c(C)noc2C)n1	3%	-5%	0.2%	-1%	8%	-6.1	89	2%	i	-8%
Cc1nc2c(-c3ccccc3)cnn2c(N2CCOCC2)c1C	4%	3%	-0.1%	1%	7%	1.1	84	-3%	·	-10%
O=C(Nc1ccccc1Cl)c1cc(=O)c2ccccc2o1	16%	8%	-0.2%	7%	7%	0.3	52	-6%	·	7%
COc1ccc(N2CCN(C(=O)c3ccc(OCC4CCCO4)cc3)CC2)cc1 (stereo not drawn)	7%	-2%	0.0%	23%	16%	-1.1	61	-1%	·	1%
Cc1onc(-c2ccccc2)c1C(=O)OCC(=O)N1CCN(c2ccccc2)CC1	·	·	·	12%	4%	1.3	56	-4%	·	·
CCOC(=O)CC(NS(=O)(=O)c1ccc(OC)c(OC)c1)c1cccc([N+](=O)[O-])c1 (stereo not drawn)	4%	-15%	0.1%	4%	10%	0.0	68	2%	i	5%
CCCCOC(=O)c1ccc(O)cc1	2%	0%	0.5%	7%	2%	-1.4	91	-6%	i	-4%
C=C(C)COc1ccc(-c2n[nH]c(C)c2-c2ccccc2OC)c(O)c1	-11%	12%	-0.1%	-6%	9%	10	63	-6%	i	-2%
Cc1cccnc1NC(=S)NC(=O)/C=C/c1ccccc1	8%	0%	-0.1%	17%	4%	-1.2	88	-3%	i	-11%
CCOc1ccc(S(=O)(=O)c2c(C(=O)c3ccccc3)cnc3cc4c(cc23)OCCO4)cc1	-4%	?	-0.2%	5%	-19%	0.3	48	-1%	i	-7%
O=C(NCCCn1ccnc1)C1c2ccccc2Oc2ccccc21	0%	5%	-0.2%	-3%	-5%	-1.5	72	-7%	i	-11%	NS5 inhibitors pilot replicate=-7.3
COc1cccc(C2C(C(=O)c3cccs3)=C(O)C(=O)N2c2cc(C)on2)c1 (stereo not drawn)	26%	23%	-0.2%	12%	-3%	-0.1	47	-4%	i	0%
CC(C)(C)n1nnnc1C(c1cccs1)N1CCN(C(=O)c2ccco2)CC1 (stereo not drawn)	3%	32%	-0.2%	8%	5%	1.4	97	-1%	i	1%
Fc1cccc(CSc2nnc3c(n2)[nH]c2ccccc23)c1	-4%	12%	0.0%	6%	10%	0.3	55	-1%	i	-1%
O=c1c2c3nc4ccccc4nc3n(-c3ccc4c(c3)OCCO4)c2ncn1C1CCCC1	-4%	41%	0.8%	·	6%	5.4	68	2%	·	-4%
CCn1cc(CNC(=O)CCc2nnc(CCC3CCCCC3)o2)cn1	4%	-1%	-0.2%	6%	6%	-0.9	91	-4%	i	1%
O=C(NCCS(=O)(=O)NCc1ccccc1)c1ccc2c(c1)OCO2	·	·	·	15%	8%	-0.1	63	-2%	·	·
Cc1nnc(SCC(=O)Nc2ccc(N3CCOCC3)cc2)o1	6%	-9%	0.2%	16%	6%	1.1	91	1%	i	-9%
CC(C)OC(=O)c1cc(C(=O)c2cc(F)ccc2O)coc1=N	12%	3%	0.2%	·	-3%	3.0	74	-10%	i	2%
COc1cc(OC)c(-c2nc3c[n+](CC(=O)c4ccccc4)ccc3n2C)cc1OC	-3%	19%	-0.3%	9%	-1%	-0.7	62	-4%	i	6%
CNS(=O)(=O)c1ccc(NC(=O)c2ccccn2)cc1	1%	-2%	-0.3%	6%	-4%	-0.9	47	-3%	i	-12%
Cc1cccc(NS(=O)(=O)c2csc(C(N)=O)c2)c1	2%	-3%	0.0%	-4%	-8%	0.5	86	6%	·	-15%
COc1ccc(CN(C(=O)CNC(=O)c2ccco2)C(C(=O)NCC2CCCO2)c2ccccc2)cc1 (stereo not drawn)	3%	10%	-0.2%	-36%	4%	1.0	45	-3%	·	-16%
COc1ccc(C(=S)N2CCOCC2)cc1OS(=O)(=O)c1ccccc1[N+](=O)[O-]	4%	-42%	0.1%	15%	3%	-2.3	34	4%	i	12%
Cc1cccc2c1-c1sc(C(=O)N3CCc4ccccc4C3)cc1CO2	-13%	15%	0.3%	-2%	18%	-0.7	50	3%	·	-20%
NS(=O)(=O)c1cccc(NC(=O)CCSc2ccc(Cl)cc2)c1	8%	-7%	0.4%	2%	8%	-1.8	53	7%	i	-6%
COCCN1Cc2cccc(C(=O)N3CCN(c4cc(C)ccc4C)CC3)c2C1=O	9%	-7%	-0.2%	6%	-2%	-0.8	77	0%	i	20%
COc1ccc(C)cc1-n1nnnc1SCC(=O)Nc1cccnc1Cl	9%	10%	-0.3%	3%	7%	2.7	56	4%	i	-2%
O=C(CSc1nnc(COc2ccccc2F)n1-c1ccccc1)NCc1ccco1	6%	-2%	-0.1%	24%	11%	0.2	51	-4%	i	-12%
COc1ccc(OC)c(-n2c(-c3ccccc3)n[nH]c2=S)c1	-1%	-4%	-0.1%	9%	3%	-0.6	91	-3%	i	-10%
CC[N+]1(C)CC2CCC(C)(C1)C2(C)C (stereo not drawn)	7%	-12%	0.0%	2%	4%	·	·	2%	i	-15%
COc1cc(NC(=O)c2ccccc2[N+](=O)[O-])ccc1NC(=O)C(C)C	2%	2%	-0.2%	17%	2%	0.4	82	5%	i	-21%

Screening data (PubChem BioAssay)
